GSK3beta inhib = inhibitors of human GSK3beta kinase. P49841. GST-GSK3beta kinase, ADP-Glo luminescence, 60 min; stronger effect = lower value. activity score (negative = inhibition), % at 10 µM. 300,000 tested, 0.038% active. AID 2097;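 active means more than half of replicate wells score below -50%, meaning over 50% inhibition versus plate controls; inconclusive means some replicates but at most half score below -50%; inactive means no replicate scores below -50%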;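 further: 0% = median DMSO wells and -100% = median GW8510 positive control wells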
Target sequence (P49841 whole entry, looked up): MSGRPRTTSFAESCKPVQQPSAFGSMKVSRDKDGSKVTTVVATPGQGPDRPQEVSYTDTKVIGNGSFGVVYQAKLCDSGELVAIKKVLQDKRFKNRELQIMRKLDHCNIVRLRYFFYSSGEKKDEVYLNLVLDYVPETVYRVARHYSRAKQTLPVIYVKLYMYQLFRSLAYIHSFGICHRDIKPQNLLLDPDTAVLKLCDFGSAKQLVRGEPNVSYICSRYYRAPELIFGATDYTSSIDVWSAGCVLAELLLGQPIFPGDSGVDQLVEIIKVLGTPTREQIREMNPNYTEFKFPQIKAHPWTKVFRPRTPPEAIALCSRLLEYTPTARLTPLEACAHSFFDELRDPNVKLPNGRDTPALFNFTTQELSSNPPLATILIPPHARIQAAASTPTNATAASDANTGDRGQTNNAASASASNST
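Test system: GST-tagged human GSK3beta kinase, cell-free; evaluation: activity score scaled between in-plate DMSO and GW8510 controls; measured by: ADP-Glo luminescence; incubation: 60 min reaction, RT; benchmarks: DMSO and 20 µM GW8510; reagent: peptide substrate plus 25 µM ATP (final); medium: Tris/MgCl2 kinase buffer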
KLF5 inhibitor = suppresses KLF5 promoter-driven expression; 290,000 tested, 0.23% active; DLD-1 KLF5 promoter-luciferase reporter, luminescence; inhibition, % at 5 µM;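 active means inhibition above a per-plate limit of that plate's mean compound inhibition plus 3 SD, cut at about 60% in these data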;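 further: 0% = DMSO wells and 100% = LY294002 at 200 µM; higher means less KLF5 promoter-driven luciferase light; inactives centre near -14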
HSF1 inh = HSF1 inhibition; NIH3T3-HGL HSE-luciferase, MG132-induced, luminescence 8 h; stronger effect = lower value; 300,000 tested, 0.77% active; activity change, negative = inhibition, % at 7.5 µM (by protocol); AID 2098;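 active means more than half of replicate wells show activity change below -50%, luminescence cut by over half; inconclusive means some wells, but at most half, below -50%; inactive means no replicate well below -50%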;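 further: luciferase reports HSF-1 transcriptional activity via heat shock element; 0% = median of DMSO wells and -100% = zero luminescence signal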
HSF1 activator = increases HSF-1 driven luciferase reporter signal; NIH3T3-HGL HSF-1 luciferase reporter, MG132, 8 h; 100% = twice DMSO control signal; activation, % at 9 µM; 300,000 tested, 1.7% active; AID 504408;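 active means mean replicate activation of at least 50% with a set share of replicates each reaching 50%; inconclusive means only one of those two conditions met; inactive means mean below 50% and too few replicates reaching it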;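 further: 0% = median of the neutral control wells and 100% = twice that signal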
aSyn 5UTR inh = MLPCN primary screen, SNCA 5' untranslated region; alpha-synuclein 5'UTR reporter, inhibitor activity; inhibition, % (tested at 7.5 µM); 300,000 tested, 0.82% active; in the data active means inhibition above about 60%; inconclusive means no clear call, values can overlap the other calls;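 further: H4 neuroglioblastoma cells stably carrying SNCA 5'UTR luciferase fusion; 0% = DMSO wells and 100% = positive control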
AI-2 QS modul = Vibrio harveyi AI-2 quorum sensing modulation. Vibrio harveyi JMH597 AI-2 luminescence/OD600 ratio, 9 h; stronger effect = lower value; strain lacks LuxN and CqsS sensors; 0 = neutral-control median. activity change, % at 7.5 µM. 300,000 tested, 0.4% active; in the data active means activity change below about -75%, passing the limit was not always enough; inconclusive means no clear call, values can overlap the other calls;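 further: luminescence divided by OD600 gain over 9 h not by final OD600 alone; inactives centre near 13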
PolyA inh = inhibitors of polyadenylation in S. cerevisiae; S. cerevisiae SKY197-pL101 polyadenylation reporter, beta-gal luminescence; efflux-impaired pdr1/pdr3 knockout yeast; score 100 = 6 SD above DMSO; 300,000 tested, 0.02% active; calls only at 12 µM;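 active means lowest replicate activity score at least 50, where 100 means six control SD above control mean; inconclusive means lowest score under 50 but half or more replicates reach 50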;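 further: yeast exposed to compound for 9 h at 30 °C; higher score means more reporter readthrough which indicates perturbed polyadenylation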
HSP90 inh = inhibitors of HSP90 luciferase refolding in rabbit reticulocyte lysate | luciferase refolding luminescence, 3 h | inhibition, % at 5.6 µM | 290,000 tested, 0.91% active | AID 1789;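 active means inhibition above the screen-wide mean plus 3 SD, computed separately per campaign, cut at about 16% in these data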;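 further: 0% = DMSO wells and 100% = 60 µM geldanamycin wells; inhibitors lower the luminescence because luciferase stays unfolded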
GSK3A inh = human GSK-3 alpha kinase inhibition; P49840; ADP-Glo luminescence, 60 min; inhibition, % at 10 µM; 320,000 tested, 0.1% active; AID 2650;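 in the data active means inhibition above about 50%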;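 further: GST-tagged GSK-3 alpha with peptide substrate and 25 µM ATP; 0% = DMSO neutral wells and 100% = GW8510 positive control wells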
Target sequence (P49840 whole entry, looked up): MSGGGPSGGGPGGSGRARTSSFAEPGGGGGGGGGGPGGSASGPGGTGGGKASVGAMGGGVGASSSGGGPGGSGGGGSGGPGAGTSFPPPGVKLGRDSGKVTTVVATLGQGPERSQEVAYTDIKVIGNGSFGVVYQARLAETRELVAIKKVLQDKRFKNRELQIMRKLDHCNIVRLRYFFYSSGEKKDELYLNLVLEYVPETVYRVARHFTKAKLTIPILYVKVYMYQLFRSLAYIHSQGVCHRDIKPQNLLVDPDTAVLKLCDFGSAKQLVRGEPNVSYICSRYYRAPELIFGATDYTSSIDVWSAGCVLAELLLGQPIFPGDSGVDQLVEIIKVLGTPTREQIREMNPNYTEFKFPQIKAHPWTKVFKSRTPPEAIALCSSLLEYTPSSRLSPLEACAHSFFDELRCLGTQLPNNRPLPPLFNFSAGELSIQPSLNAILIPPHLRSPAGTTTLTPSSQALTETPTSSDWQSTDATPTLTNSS
IEC-6 cytotox = kills IEC-6 intestinal cells in KLF5 counter-screen; IEC-6 cytotoxicity, luminescence viability; inhibition, % at 5 µM; 290,000 tested, 0.78% active; AID 1825; in the data active means inhibition above about 22%;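 further: 0% = plate median of test compound wells and 100% = cytotoxic reference compound wells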
Active calls of the source: *; i = inactive; ? = inconclusive; nt = no result given. Only part of the results is shown; rates above refer to the full screens.

SMILES	GSK3beta inhib	KLF5 inhibitor	HSF1 inh	HSF1 activator	aSyn 5UTR inh	AI-2 QS modul	PolyA inh	HSP90 inh	GSK3A inh	IEC-6 cytotox
COc1ccc(C(=O)NCC(=O)c2ccccc2)cc1	0	-129	19	28	-102	40	i	9	-3	-6
O=C(OCC(=O)c1ccc(Cl)s1)c1ccccn1	3	-10	6	7	15	0	i	-1	-3	-11
CCN(CC)c1ccc(-c2nnc(SCC(=O)N(CCOC)c3c(N)n(CC(C)C)c(=O)[nH]c3=O)o2)cc1	-5	nt	-2	-9	-15	43	i	nt	nt	nt
COc1ccccc1CNC(=O)C1=C(C)C(=O)OC12CCC(C)CC2 (stereo unspecified)	2	-54	0	19	6	22	i	-1	-2	2
NS(=O)(=O)c1cccc(NC(=O)COC(=O)C2(c3cccc(F)c3)CCCC2)c1	3	9	1	-7	13	22	i	1	1	-5
COc1ccc2[nH]c(=O)c(CN(C(=O)COc3ccccc3)C(C)C)cc2c1	-1	3	34	64*	21	8	i	-1	-3	-3
COc1cccc(NS(=O)(=O)c2ccc3c(c2)N(C(C)=O)CCO3)c1	1	-21	-3	-12	-9	nt	i	-3	-2	-2
C/C=C(\C)C(=O)NCCN1C2=NC[C@@H](Cc3ccccc3)N2C[C@@H]1Cc1ccc(OC)cc1	-18	nt	-5	1	0	-1	i	nt	5	nt
Cc1nnc(SCCn2c(N3CCN(Cc4ccccc4)CC3)nc3c2c(=O)[nH]c(=O)n3C)s1	3	-14	2	-1	12	25	i	1	1	-2
CCN1CCN(CCCNC(=O)c2ccc(/C=C3/Sc4ccccc4N(Cc4ccccc4F)C3=O)cc2)CC1	2	-29	3	-7	-1	27	i	4	6	-1
CN(CC(=O)Nc1c(Cl)cccc1Cl)C(=O)c1ccc(-n2cncn2)c([N+](=O)[O-])c1	-20	nt	5	11	0	4	i	nt	11	nt
COc1ccc2nc(SCC(=O)NC3(C#N)CCCCC3)[nH]c2c1	-1	nt	3	-5	9	13	i	nt	1	nt
CCOC(=O)Cc1csc(NC(=O)CN2CCN(c3ccccc3)CC2)n1	0	-23	-9	-2	7	-1	i	-4	0	2
COc1cc(OC)cc(C(=O)N[C@H](C(=O)Nc2ccc(S(=O)(=O)N(C)C)cc2)C(C)C)c1	3	-1	-4	5	-34	-2	i	-2	-1	-1
Cc1ccc(Cl)cc1N1CCN(C(=O)CN2C(=O)c3cccc4cccc2c34)CC1	-2	2	10	1	22	-14	i	2	0	3
COc1cccc(N2CC(C(=O)Nc3nnc(SCC(=O)N4CCOCC4)s3)CC2=O)c1 (stereo unspecified)	-3	-1	3	8	-8	14	i	-3	0	-4
CCc1ccc(C(=O)C(C)OC(=O)Cn2cnc3c2c(=O)n(C)c(=O)n3C)cc1 (stereo unspecified)	-1	nt	4	6	1	4	i	nt	-3	nt
CCOC(=O)c1cnc(Nc2nc3ccccc3o2)nc1CSc1nnc(C)s1	3	-22	-6	-16	-86	3	i	0	-1	-1
Cc1ccc(/C=C/C(=O)NCc2ccc(S(N)(=O)=O)cc2)o1	1	-28	-4	15	-12	34	i	-1	nt	-3
CCOc1ccc(N2CC(C(=O)N3CCCC3)CC2=O)cc1 (stereo unspecified)	nt	6	-8	14	-2	nt	i	0	-1	7
N=c1sccn1CC(=O)Nc1ccc(S(=O)(=O)N2CCOCC2)cc1	0	14	1	5	-6	-7	i	1	-4	6
Cc1ccc(N2C(=O)c3ccc(C(=O)Nc4cccnc4)cc3C2=O)c(C)c1	-1	-26	-2	3	-4	0	i	1	-2	-3
N#CC1(Cc2ccc([N+](=O)[O-])cc2)c2ccccc2C=CN1C(=O)c1ccccc1 (stereo unspecified)	1	-20	3	-1	-1	0	i	1	-3	3
CC1(C)CC(NC(=O)CC(c2ccccc2)c2ccccc2)CC(C)(C)N1	4	-34	-6	5	6	12	i	2	0	-1
CSc1ccc(CN2C(=O)NC3(CCCCCCC3)C2=O)cc1	-2	-49	-6	6	-3	0	i	0	-1	-1
Cn1nc(NC(=O)CC23CC4CC(CC(C4)C2)C3)c2c(F)cccc21	2	-1	5	-6	24	nt	i	2	-3	3
COc1ccc(N=C(N)N=C(N)N)c(OC)c1	4	-19	-15	-10	32	25	i	1	-1	7
O=C(CCC1CCCN(C(=O)c2cc3ccccc3o2)C1)NCc1ccc(F)c(F)c1 (stereo unspecified)	-2	-72	44	52*	-61	39	i	4	-1	5
O=C(Nc1ccc(N2CCOCC2)cc1)c1c(F)cccc1Cl	19	-19	0	-8	12	11	i	-1	1	-10
S=c1[nH]nc(-c2cccc(Cl)c2)n1/N=C/c1ccco1	-2	-11	9	35	2	10	i	0	0	-2
COCOc1ccc(-c2cc(=O)c3c(OCOC)cc(OCOC)cc3o2)cc1	0	nt	8	15	-125	2	i	nt	-1	nt
COc1cccc(-c2ccc(SCC(=O)N3CCOCC3)nn2)c1	-11	-18	0	-2	-28	6	i	1	2	3
CC(=O)c1cn(CC(=O)Nc2c(C)cccc2C)c2ccccc12	-2	3	-4	2	8	17	i	2	-1	6
COc1ccc(-c2nc3c4ccccc4ccn3c2CN2CCCCC2)cc1	-4	11	17	18	-3	16	i	1	0	11
O=C1CC(c2ccc(F)cc2)CC(O)=C1C=NCCN1CCN(C(=O)Nc2ccccc2)CC1 (stereo unspecified)	0	2	5	24	-19	36	i	0	-1	3
CC(=O)c1nn(-c2ccc(Cl)cc2)cc1C(=O)c1ccccc1	0	nt	nt	nt	nt	3	i	nt	-3	nt
CCCCCCC(O)(CCN1CCCCC1)c1ccccc1 (stereo unspecified)	-8	10	9	-14	-1	20	i	3	0	4
CCN(CC(=O)NCc1cccs1)S(=O)(=O)c1ccc(F)cc1	2	nt	-1	-5	3	20	i	nt	1	nt
CCc1sc(C(=O)NC2CCN(C)CC2)cc1Br	1	-11	-6	-4	1	15	i	0	0	5
O=CC1=C(N2CCOCC2)/C(=C/c2ccc(Cl)cc2)CC1	-1	-1	11	3	-22	22	i	-1	-3	2
C=CCc1cccc2cc(C(=O)NC3CCCCC3)c(=O)oc12	1	-19	-9	10	-17	3	i	2	-1	-1
Cc1cccc(NC(=O)c2ccc(-n3ccnc3)nc2)c1	-2	-18	-4	4	-23	13	i	-2	nt	-2
CCc1cc2c3c(c1)C1(C(=O)N3C(C)(C)CC2C)C(C#N)=C(N)N2C(=C1C#N)Nc1ccccc12 (stereo unspecified)	1	-31	14	6	10	36	i	1	-2	-4
CCCc1cc(CNC(=O)C2CCC(=O)N(CCc3cccc(F)c3)C2)on1 (stereo unspecified)	-1	-32	-1	-11	4	7	i	-5	3	0
CCC(=O)Nc1ccc(C(=O)OCC(=O)c2cccs2)cc1	5	-1	5	2	-16	36	i	6	-1	-2
O=C(Nc1ccc(S(=O)(=O)N2CCOCC2)cc1)c1cccc([N+](=O)[O-])c1	3	-45	-3	3	0	17	nt	-1	1	2
COc1ccc2[nH]cc(CCNC(=O)Cc3ccc(Cl)cc3)c2c1	-1	-33	-1	5	-17	7	nt	-2	-2	2
CC(=O)NC1=NN(C(C)=O)C(C)(CCS(=O)(=O)c2ccc(Cl)c(Cl)c2)S1 (stereo unspecified)	1	-8	22	?	17	-8	i	-3	12	-1
CCCN(CCC)CCCNC(=O)CS(=O)Cc1nc(-c2ccc(OC)c(OC)c2)oc1C (stereo unspecified)	0	-9	23	55*	3	-12	i	12	-1	2
CN(C)c1ccnc2sc(C(=O)c3ccccc3)c(N)c12	-3	-194	8	20	-138	14	i	-4	-1	2
CCNS(=O)(=O)c1ccc(NC(=O)Nc2ccccc2OC)cc1	0	-16	4	20	-79	9	i	4	-1	11
CC(=O)c1cccc(NC(=O)c2ccc(S(=O)(=O)N3CCCCC3)cc2)c1	1	6	5	-8	9	15	i	0	0	2
Cc1ccnc(SCc2cc(=O)c(OC(=O)c3ccc(Cl)c([N+](=O)[O-])c3)co2)n1	-1	-14	-5	-6	-15	0	i	4	-1	3
CCCCc1nnc(NC(=O)C=C(C)C)s1	2	3	0	10	-30	29	i	3	2	4
Cc1ccccc1NC(=O)c1cccc(S(=O)(=O)N2CCCCC2)c1	0	-15	-1	16	6	12	i	0	-2	-3
COc1cc(C(=S)N2CCN(c3cccc(Cl)c3)CC2)ccc1O	-3	9	-2	1	5	22	i	0	1	28*
CC1(C)NC(=O)N(CC(O)COc2ccc(N3C(=O)c4ccccc4C3=O)cc2)C1=O (stereo unspecified)	3	-12	-2	-1	14	5	nt	-1	1	-5
CCc1ccccc1NC(=O)CCC(=O)c1cccs1	-3	-16	-4	-3	-13	39	i	3	0	2
C=CCn1c(C)cc(C2=NNC(=NC(C)(C)C)SC2)c1C	-1	-27	10	31	89*	16	i	5	1	1
Cc1ccc(CN(C)C(=O)COC(=O)CSc2ccc([N+](=O)[O-])cc2)cc1	4	nt	3	13	-3	-33	i	nt	-1	nt
The results go on.
SMILES	GSK3beta inhib	KLF5 inhibitor	HSF1 inh	HSF1 activator	aSyn 5UTR inh	AI-2 QS modul	PolyA inh	HSP90 inh	GSK3A inh	IEC-6 cytotox
Fc1ccc(C2=Nn3c(Cc4ccccc4F)nnc3SC2)cc1	3	-17	7	1	11	35	i	0	0	-3
Cc1ccc(S(=O)(=O)N2C(=O)/C(=C3\SC(=S)NC3=O)c3ccccc32)cc1	-3	-24	-3	3	1	8	i	0	0	-1
Cc1nc2cc(NCc3cccs3)ccc2n1C	nt	-51	13	30	-107	nt	i	4	-4	6
Cc1ccc2c(CNCc3ccco3)cc(=O)oc2c1	2	-37	24	36	-65	-3	i	-4	3	-5
COc1ccccc1Oc1ccc2c(c1)C(=O)N(c1cccc(O)c1)C2=O	1	-17	5	23	18	11	i	-1	-2	1
Cc1ccc(S(=O)(=O)n2nc(C)c(S(=O)(=O)N3CCCCC3)c2C)cc1	0	-19	1	10	-8	21	i	-5	-4	-1
CCCN1C2=NCCN2c2cc(C)c(C)cc21	0	6	nt	nt	nt	33	nt	-1	-14	-1
Cc1csc2c(NCCCN3CCOCC3)ncnc12	2	-11	-3	-4	15	15	i	3	3	-4
C=C(C)C1Cc2c(C)nn(-c3cccc4cccnc34)c2C1 (stereo unspecified)	-5	-35	3	4	-12	1	i	0	-1	-3
Cc1ccc(S(=O)(=O)n2nc(OC(=O)C3CCCCC3)cc2N)cc1	0	-50	-3	-5	-15	1	i	-3	-2	1
Cc1ccc(OCC(=O)Nc2ccc(N3CCCC3)cc2)cc1C	4	-12	7	27	21	0	i	3	-2	-5
Cc1cccc(OCC(=O)OC2CCN(C)CC2)c1	5	15	-55*	-61	4	20	i	-2	-2	-6

Screening results (PubChem)
